# Vif-A3G inh – blocks the Vif interaction with human APOBEC3G. HeLa A3G-eYFP + Vif (tagged APOBEC3G with the HIV-1 protein that degrades it), YFP fluorescence, overnight. Potency, µM (doses to about 46.1 µM), without a hit: at the highest dose activity, negative = active, most hits filed as inhibitors. 410,000 tested, 0.076% active;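 note: % is set by controls: 0 for no effect and ±100 for the full control effect; nearly all actives have a fitted effect of over 60% in size; hits raise eYFP signal because A3G escapes Vif-driven loss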
# Target sequence (Q9HC16 whole entry, looked up): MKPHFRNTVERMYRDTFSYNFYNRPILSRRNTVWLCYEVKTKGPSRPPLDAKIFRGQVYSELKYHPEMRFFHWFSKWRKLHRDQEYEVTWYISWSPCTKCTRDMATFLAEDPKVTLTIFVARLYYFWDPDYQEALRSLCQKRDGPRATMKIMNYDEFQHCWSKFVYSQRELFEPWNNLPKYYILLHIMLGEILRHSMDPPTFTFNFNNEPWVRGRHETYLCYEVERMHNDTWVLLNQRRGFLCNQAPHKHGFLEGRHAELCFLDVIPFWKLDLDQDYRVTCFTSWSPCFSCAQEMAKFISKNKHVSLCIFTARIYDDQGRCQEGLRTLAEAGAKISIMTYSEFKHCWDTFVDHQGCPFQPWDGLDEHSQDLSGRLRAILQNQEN
#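 Read-out is eYFP fluorescence (Ex 488/Em 500-530) from Vif-expressing HeLa A3G-eYFP cells; more signal means A3G escaped Vif-mediated degradation. Cells plated overnight, compound pinned in, incubated overnight at 37 deg C.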
# Vif-APOBEC3F blk – inhibitors of Vif-A3F interaction. HeLa A3F-eYFP + Vif (tagged APOBEC3F with the HIV-1 protein that degrades it), YFP fluorescence increase. Potency, µM (top dose mostly 46.1 µM), inactives show at the top dose activity, negative = active. 390,000 tested, 0.2% active. AID 602313; note: % of control where 0% means no effect; nearly all actives have a fitted effect of over 65% in size
#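 HeLa cells stably expressing Vif plus C-terminally eYFP-tagged A3F were seeded, incubated overnight at 37 deg C, dosed with compound, incubated overnight again at 37 deg C. Yellow fluorescence (Ex 488/Em 500-530) reported blocked Vif-mediated A3F-eYFP degradation.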
# RGS4 inhibitor – inhibitors of human regulator of G protein signaling 4; Transcreener GDP fluorescence polarization, RGS4-accelerated GTP hydrolysis; Potency, µM (series often up to 114 µM), without a hit: at the top dose activity change, negative = inhibition, hits mostly inhibitors; 390,000 tested, 0.039% active; note: % is set by controls: 0 for no effect and ±100 for the full control effect; nearly all actives have a fitted effect of over 75% in size; some results filed as inactive show a strong effect at the top dose
#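 MLSMR compounds (23 nl, pin-transferred) preincubated 10 min at room temperature with a 500nM (2x) first reagent, then RGS4 at 900nM (2x) plus Transcreener GDP mix added; fluorescence polarization (620/688 nm) read before and after 90 min at 30 °C.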
# TrxR1 substrate – rat thioredoxin reductase 1 substrate activity; O89049; purified TrxR1 substrate turnover, NADPH consumption readout; Potency, µM (series often up to 114 µM), without a hit: top-dose activity change, negative = substrate turnover; 390,000 tested, 0.01% active; note: % is set by controls: 0 for no effect and ±100 for the full control effect; nearly all actives have a fitted effect of over 50% in size
#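 Rat TrxR1, dispensed at 90 nM, was prereduced with 400 uM NADPH (final) for 5 min at ~22 deg C, then incubated with compound 15 min before 400 uM selenite. A first-read NADPH fluorescence drop versus no-compound background flagged substrates.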
# RXFP1 ag – agonists of human relaxin receptor RXFP1; HEK293T-RXFP1 cAMP TR-FRET, 30 min; response scale: percent of porcine relaxin response, buffer zero; Potency, µM (titrated, usually from 57.5 µM), for the others: top-dose activation, actives largely listed as activators; 370,000 tested, 0.3% active; Q9HBX9; note: % is set by controls: 0 for no effect and ±100 for the full control effect; nearly all actives have a fitted effect of over 60% in size; many of its hits are not listed in these tables
# Target sequence (Q9HBX9 whole entry, looked up): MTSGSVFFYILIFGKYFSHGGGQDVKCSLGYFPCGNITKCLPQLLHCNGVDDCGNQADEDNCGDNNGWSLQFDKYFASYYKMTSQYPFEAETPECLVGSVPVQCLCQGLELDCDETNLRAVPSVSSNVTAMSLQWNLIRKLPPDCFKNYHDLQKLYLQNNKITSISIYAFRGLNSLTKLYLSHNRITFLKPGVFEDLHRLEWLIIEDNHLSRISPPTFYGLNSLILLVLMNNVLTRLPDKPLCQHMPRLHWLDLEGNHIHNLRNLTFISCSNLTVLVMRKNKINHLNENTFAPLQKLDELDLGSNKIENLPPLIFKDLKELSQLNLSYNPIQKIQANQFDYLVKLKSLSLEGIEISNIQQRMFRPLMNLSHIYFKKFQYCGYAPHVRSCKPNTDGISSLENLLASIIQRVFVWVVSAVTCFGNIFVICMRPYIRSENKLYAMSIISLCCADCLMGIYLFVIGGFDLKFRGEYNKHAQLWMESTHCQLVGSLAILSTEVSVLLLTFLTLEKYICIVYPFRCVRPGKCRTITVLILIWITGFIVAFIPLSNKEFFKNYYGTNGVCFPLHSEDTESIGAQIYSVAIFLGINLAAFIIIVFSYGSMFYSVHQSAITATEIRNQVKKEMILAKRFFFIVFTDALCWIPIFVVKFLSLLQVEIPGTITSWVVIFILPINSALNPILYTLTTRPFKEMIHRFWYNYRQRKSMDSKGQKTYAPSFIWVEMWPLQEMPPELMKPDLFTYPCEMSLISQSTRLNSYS
#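 cAMP rise read by TR-FRET after 30 min, 37C compound exposure (up to 58 uM) in RXFP1-transfected HEK293 cells with Ro 20174 present. EC50 from Hill-equation fits, with 29 nM porcine relaxin as 100% and buffer as basal.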
# USP1-UAF1 inh – inhibitors of human USP1/UAF1 deubiquitinase | recombinant USP1/UAF1, Ub-Rhodamine cleavage fluorescence | Potency, µM (series often up to 57.1 µM), for the others: top-dose activity change, negative = inhibition, most hits filed as inhibitors | 390,000 tested, 0.23% active | AID 743255; note: % is set by controls: 0 for no effect and ±100 for the full control effect; nearly all actives have a fitted effect of over 60% in size; inactives centre near -12
#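 High-throughput fluorogenic screen: 1nM USP1/UAF1 complex, Ub-Rho substrate 150nM final, 50mM HEPES pH 7.8 with 0.5mM EDTA, 0.1 mg/ml BSA, 1mM TCEP and 0.01% Tween-20.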
# TrxR1 inh – inhibitors of rat thioredoxin reductase 1; recombinant rTrxR1, NADPH fluorescence consumption, selenite substrate; Potency, µM (highest dose often 114 µM), for the others: at the highest dose activity change, negative = inhibition, actives largely listed as inhibitors; 390,000 tested, 1% active; O89049; note: % is set by controls: 0 for no effect and ±100 for the full control effect; nearly all actives have a fitted effect of over 65% in size
#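 Rat TrxR1 (90 nM in the dispensed reagent) was pre-reduced with 400 uM NADPH for 5 min at room temperature, then incubated with compound for 15 min. After 400 uM selenite was added, NADPH fluorescence (Ex 340/Em 450 nm) was followed for 8 min.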
# IDH1 R132H inh – human IDH1 R132H inhibition | IDH1-R132H enzyme, NADPH consumption, diaphorase/resazurin fluorescence | O75874 | 390,000 tested, 0.093% active | Potency, µM (top dose mostly 76.6 µM), for inactives: at the top dose activity change, negative = inhibition, hits mostly inhibitors; note: % is set by controls: 0 for no effect and ±100 for the full control effect; nearly all actives have a fitted effect of over 65% in size
#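 IDH1-R132H (0.5 ug/mL) preincubated 30 min with compound, then NADPH (0.016 mM) and alpha-KG (2 mM) added; 80 min at RT, pH 7.5. Remaining NADPH coupled via diaphorase/resazurin to fluorescence (540/590 nm); concentration-response curves normalized to no-enzyme control.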
# 12-LOX inh – blocks human arachidonate 12S-lipoxygenase; P18054; purified 12hLO, xylenol orange hydroperoxide absorbance; Potency, µM (titrated, usually from 108 µM), without a hit: at the top dose activity change, negative = inhibition, most hits filed as inhibitors; AID 1671190; 580,000 tested, 1.1% active; note: % is set by controls: 0 for no effect and ±100 for the full control effect
#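 Purified human 12hLO (150 nM final) in 25 mM Hepes, 0.01% Triton X-100, pH 7.0 was preincubated 15 min at room temperature with compound. Then 40 uM arachidonic acid was added, 30 min. Hydroperoxide was read by Fe-XO absorbance ratio 573/405 nm.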
# Numbers without * were called inactive; i = inactive; ? = inconclusive; · = not tested or not shown; & = joins results of further samples; [ ] = remark or other dose. Calls come from the whole dose curve; as a rule, active = well fitted curve in the direction sought with a large enough effect; inconclusive = small, poorly fitted or top-dose-only effect, or another doubt; inactive = no such curve, though single readings can be large; an effect the other way counts as inactive or inconclusive. Potency is the fitted concentration of half-maximal effect. An excerpt. The share of hits here may be higher or lower than overall.
# Below each SMILES: Vif-A3G inh	Vif-APOBEC3F blk	RGS4 inhibitor	TrxR1 substrate	RXFP1 ag	USP1-UAF1 inh	TrxR1 inh	IDH1 R132H inh	12-LOX inh
- Cc1ccc(C(=O)NCC(=O)OCc2cc(=O)n3nc(C4CC4)sc3n2)cc1
    -3%	11%	-27%	3%[57.1 µM]	20%	-1%	4%[57.1 µM]	30%	-10%
- COc1ccc(C)cc1Nc1n[n+](-c2ccccc2)c(-c2cccc(Cl)c2Cl)s1
    ?	4%	-48%	-5%	0.8%	-27%	5%[57.1 µM]	-7%	?
- Cc1ccccc1C(=O)NC(=S)NCCc1ccccc1
    -3%	-3%	-37%	-3%	0.1%	-6%	?	2%	28µM*
- O=C(NC1CCCCC1)C(c1cccs1)N(C(=O)Cc1c[nH]c2ccccc12)c1ccc(F)cc1 (configuration not stated)
    0%	-3%	25%	-4%	0.4%	-1%	-4%	6%	-20%
- CCOc1cc2[nH]c(=S)n(Cc3ccc(C(=O)NCC(OC)OC)cc3)c(=O)c2cc1OCC
    1%	-8%	8%	-5%	2.2%	-23%	-6%	2%	-20%
- O=C(Nc1cc(Cl)cc(Cl)c1)C1CCCC1
    -1%	-16%	6%	-3%	3.4%	-11%	14%	5%	9%
- COc1ccc(-n2ncc3c2CC(C)(C)CC3NC(=O)CN2CCOC2=O)cc1 (configuration not stated)
    -11%	-21%	?	8%	-1.6%	-5%	15%	11%	7%
- FC(F)(F)c1nc(SCc2ccccc2)n[nH]1
    -2%	5%	-23%	-12%[57.1 µM]	·	-9%	33%[57.1 µM]	4%	?
- COc1ccc(CNS(=O)(=O)c2ccc(F)cc2Br)cc1
    0%	8%	-11%	-2%	·	-4%	19%	26%	?
- COc1ccc(S(=O)(=O)N2CCCC2CNC(=O)C(=O)NCc2ccccc2Cl)cc1 (configuration not stated)
    -9%	2%	-9%	-9%[57.1 µM]	-0.2%	-12%	-11%[57.1 µM]	0%	-3%
- O=C(O)c1csc(-c2ccccc2)n1
    -2%	1%	0%[11.4 µM]	1%	0.0%	-7%	5%	-7%	-1%
- C(=C\c1nnc(-c2cccs2)o1)/c1ccccc1
    0%	7%	1%	35%[activator]	2.9%	-21%	10%	2%	-20%
- COCCn1c(C)cc(C(=O)COC(=O)CNC(=O)c2ccccc2)c1C
    1%	-12%	40%	4%[57.1 µM]	-0.6%	-1%	-1%[57.1 µM]	-7%	8%
- CN(Cc1cccnc1)Cc1cn(Cc2ccccc2)nc1-c1ccc2c(c1)OCO2
    -5%	3%	-20%	-5%	-1.1%	0%	-4%[57.1 µM]	9%	1%
- CC(=O)Nc1cc(NC(=O)C2C3C=CC(C3)C2C(=O)O)ccc1Cl (configuration not stated)
    1%	4%	-4%	-8%	-3.6%	-14%	-5%	3%	0%[57.4 µM]
- O=C(NC1CCCCCCC1)c1c(O)c2ccccc2[nH]c1=O
    2%	-2%	13%	6%	?	-8%	22%	-1%	4%
- Cc1ccc(CNc2cccnc2)cc1
    0%	-9%	-16%	-3%	-0.3%	10%	1%[57.1 µM]	-3%	27%
- O=C(O)c1ccc(Nc2nc3c(s2)CCCC3)cc1
    -13%	-14%	-6%	-4%	-1.7%	-4%	-12%	11%	-3%
- COc1ccc(S(=O)(=O)Nc2ccc(N3CCOCC3)cc2)cc1[N+](=O)[O-]
    -9%	9%	-5%	1%[57.1 µM]	1.4%	?	8%[57.1 µM]	3%	10%
- CC1=NN(C(N)=S)C(=O)C1N=Nc1cccc(Cl)c1 (configuration not stated)
    5%	0%	13%	0%	1.3%	-15%	?	?	?

# (further entries)
# Below each SMILES: Vif-A3G inh	Vif-APOBEC3F blk	RGS4 inhibitor	TrxR1 substrate	RXFP1 ag	USP1-UAF1 inh	TrxR1 inh	IDH1 R132H inh	12-LOX inh
- CCOC(=O)C1Cn2c(nc3c(c2=O)C(C)(C)Cc2ccccc2-3)S1 (configuration not stated)
    2%	3%	15%	11%	1.0%	-16%	5%	4%	?
- CCN1C(=NCCCOC(C)C)N[C@@H](c2ccccc2)[C@H](C(=O)OC)[C@H]1C
    4%	1%	9%	-2%[57.1 µM]	1.4%	-5%	-11%[57.1 µM]	-15%	-32%
- CC(C)CN1CCC(=O)N(CCO)CC1
    0%&1%	-1%	12%	6%&0%	0.4%	?	0%[57.1 µM]	-3%	5%
- CC(C)c1nc(Cl)c(C#N)c2c1CCCC2
    2%	-7%	-11%	9%[57.1 µM]	6.9%	-4%	-61%	12%	3%
- Cc1cccc(C)c1N1CCN(C(=O)Cn2cncn2)CC1
    -1%	2%	1%	9%[57.1 µM]	0.0%	-15%	-7%[57.1 µM]	5%	-22%
- CCOc1ccc(C(C)=O)cc1COc1ccc(-c2nnco2)cc1
    1%	-8%	-25%	-4%	4.5%	-25%	-4%	9%	0%
- Cc1ccc2nc(/C(C#N)=C/c3ccc(-c4ccc(F)cc4F)o3)[nH]c2c1
    11µM*	?	7%	1%	-2.1%	19%	3%	2%	?
- CC(C)c1ccc(C2N=C(N)Nc3nc4ccccc4n32)cc1 (configuration not stated)
    -6%	-6%	-22%	2%	-0.6%	-24%	4%	16%	?
- O=C(COc1ccccc1)Nc1cccc2c1CCCC2
    0%	4%	1%	-4%	1.9%	-29%	0%	5%	9%
- CCOC(=O)N1CCN(C(=O)C2CCN(Cc3cccc(OCc4ccccc4)c3)CC2)CC1
    0%	4%	-14%	-5%	0.1%	-11%	-3%	4%	-7%
- COc1ccc([N+](=O)[O-])cc1NC(=O)CC(c1ccccc1)c1ccccc1
    2%	6%	-9%	2%[57.1 µM]	-1.4%	-18%	7%[57.1 µM]	3%	-8%
- CCO[C@H]1OC(C(=O)NC2CC2)=C[C@@H](c2coc3ccccc3c2=O)[C@@H]1CCCO
    0%	0%	15%	-3%	-1.6%	-22%	-2%	-3%	4%
- O=C(O)CCN=CC1=C(O)CC(c2ccccc2)CC1=O (configuration not stated)
    0%	1%	-15%	-4%	-0.5%	-19%	2%	0%	-11%
- OCCN1CCN(c2nc(-c3ccccc3O)nc3ccccc23)CC1
    10%	7%	33%[56.9 µM]	-8%	-2.2%	-15%	5%	0%	i
- CN1CC(c2ccccc2)C2(COc3ccccc3C2=O)C12C(=O)Nc1ccccc12 (configuration not stated)
    -5%	1%	-26%	-8%	2.6%	-14%	-2%	-5%	-6%
- Cc1cc2c(c(=O)n1Cc1ccccn1)C(c1ccc3c(c1)OCO3)C(C#N)=C(N)O2 (configuration not stated)
    0%	-6%	-23%	4%	0.9%	-22%	-9%	5%	-28%
- CC(C)NC(=O)CCCN1C(=O)CCn2nc(-c3cccn3C)cc21
    -2%	3%	19%	-1%[57.1 µM]	0.7%	-2%	14%[57.1 µM]	-8%	?
- O=C(c1ccco1)N1CCN(C(=S)Nc2ccccc2C(F)(F)F)CC1
    1%	?	-10%	2%	-1.0%	-3%	6%	-4%	10%
- O=C(NCc1ccco1)c1cc(S(=O)(=O)N2CCCc3ccccc32)ccc1Cl
    1%	-3%	-40%	-2%	0.2%	-12%	-6%	1%	-12%
- CCn1cc(C(=O)NCCc2ccccc2)c(=O)c2cc(F)c(N3CCN(C)CC3)cc21
    3%	1%	28%	36%[activator]	1.8%	-5%	15%	0%	0%

# Next results follow:
# Below each SMILES: Vif-A3G inh	Vif-APOBEC3F blk	RGS4 inhibitor	TrxR1 substrate	RXFP1 ag	USP1-UAF1 inh	TrxR1 inh	IDH1 R132H inh	12-LOX inh
- Cc1nc2c(C(=O)NCCc3ccc(Cl)cc3)c[nH]n2c(=O)c1Cc1ccccc1F
    -14%	-10%	-2%	4%	5.1%	-27%	12%	-4%	?
- CCOC(=O)C1(CCc2ccccc2)CCN(C2Cc3ccccc3C2)CC1
    2%	-4%	-6%	5%[57.1 µM]	-1.2%	-20%	17%[57.1 µM]	1%	-9%
- Nc1ccc2nc(CCCCCCCCc3nc4ccc(N)cc4[nH]3)[nH]c2c1
    1%	3%	-29%	-3%	0.1%	-6%	10%	5%	22%
- CCc1nn2c(NCCOC)cc(C)nc2c1-c1ccc(F)cc1
    -4%	3%	-15%	-11%	-0.2%	-7%	21%[57.1 µM]	1%	13%
- O=C(NCc1ccc2c(c1)OCO2)c1ccc(NC(=O)C2CCCO2)cc1 (configuration not stated)
    0%	7%	1%	16%	-0.4%	-3%	36%[activator]	3%	13%
- CCN1CCN(Cc2nc3c(c(=O)n(C)c(=O)n3C)n2Cc2cccc3ccccc23)CC1
    1%	-4%	1%	7%	1.3%	4%	19%	1%	18%
- COc1ccccc1NS(=O)(=O)c1ccc(C(=O)NCC(c2cccs2)N2CCOCC2)cc1 (configuration not stated)
    2%	5%	-2%	-10%	·	-5%	9%	0%	?

# One compound at a time (already shown). Screens in order: Vif-A3G inh, Vif-APOBEC3F blk, RGS4 inhibitor, TrxR1 substrate, RXFP1 ag, USP1-UAF1 inh, TrxR1 inh, IDH1 R132H inh, 12-LOX inh
# Listed for Nc1ccc2nc(CCCCCCCCc3nc4ccc(N)cc4[nH]3)[nH]c2c1 : 1%, 3%, -29%, -3%, 0.1%, -6%, 10%, 5%, 22%
# Listed for CCOC(=O)C1(CCc2ccccc2)CCN(C2Cc3ccccc3C2)CC1 : 2%, -4%, -6%, 5%[57.1 µM], -1.2%, -20%, 17%[57.1 µM], 1%, -9%
